# BioA inh = inhibitors of Mycobacterium tuberculosis BioA enzyme; purified M. tuberculosis BioA enzyme, plate reader; AID 602481; hit rate 0.096% among 360,000; inhibition, % at 9.99 µM; in the data active = inhibition above about 40%
# Numbers without * were called inactive. These rows are one share of the data. The share of hits here may be higher or lower than overall.
SMILES,BioA inh
C[C@H]1CN([C@@H](C)CO)C(=O)c2cccc(NS(=O)(=O)c3ccc(F)cc3)c2O[C@H]1CN(C)C(=O)Nc1ccccc1,6.0
C[C@@H]1CCCCO[C@H](CN(C)C(=O)C2CCCCC2)[C@@H](C)CN([C@@H](C)CO)C(=O)c2cc(NS(C)(=O)=O)ccc2O1,5.1
C[C@@H]1CCCCO[C@H](CN(C)CC2CCCCC2)[C@H](C)CN([C@H](C)CO)C(=O)c2cc(NC(=O)Nc3cccc4ccccc34)ccc2O1,-2.7
CC(C)NC(=O)N(C)C[C@H]1Oc2c(NC(=O)C3CCOCC3)cccc2C(=O)N([C@@H](C)CO)C[C@@H]1C,0.8
C[C@H]1CN([C@@H](C)CO)C(=O)c2cc(C#Cc3ccc(F)cc3)cnc2O[C@@H]1CN(C)C,0.0
C[C@@H]1CN([C@H](C)CO)C(=O)c2cccc(N(C)C)c2O[C@@H]1CN(C)Cc1ccncc1,0.3
C[C@@H]1CN([C@@H](C)CO)C(=O)c2cc(C#CC3CCCC3)cnc2O[C@@H]1CN(C)S(C)(=O)=O,3.0
O=C(CC1CC1)N[C@H]1CC[C@H](CCNS(=O)(=O)c2ccc(F)cc2)O[C@@H]1CO,-0.8
CC(C)C#Cc1cnc2c(c1)C(=O)N([C@@H](C)CO)C[C@H](C)[C@@H](CN(C)C(=O)c1ccccc1)O2,1.8
CO[C@H]1CN(C)C(=O)c2ccc(NC(=O)C3CCOCC3)cc2OC[C@@H](C)NC[C@@H]1C,-3.3
C[C@H](CO)N1C[C@H](C)[C@@H](CN(C)C(=O)Cc2ccncc2)Oc2ncc(C3=CCCC3)cc2C1=O,-0.7
O=C(N[C@H]1CC[C@H](CC(=O)N2CCc3ccccc3C2)O[C@H]1CO)C1CC1,-0.8
COc1ccc(S(=O)(=O)N(C)C[C@H]2OCCCC[C@@H](C)Oc3ccc(NC(=O)Nc4ccccc4)cc3C(=O)N([C@@H](C)CO)C[C@H]2C)cc1,-1.0
C[C@H]1CN([C@@H](C)CO)S(=O)(=O)c2ccc(/C=C/c3ccccc3)cc2O[C@@H]1CN(C)C(=O)NC1CCCC1,-5.4
C[C@@H]1CN([C@@H](C)CO)C(=O)c2cc(NC(=O)NC3CCCCC3)ccc2O[C@@H](C)CCCCO[C@@H]1CN(C)C(=O)c1ccccc1,0.6
COc1ccccc1CNC(=O)C[C@@H]1CC[C@@H]2[C@@H](COc3ccc(NC(C)=O)cc3C(=O)N2C)O1,-0.5
CNC[C@H]1Oc2ccc(NC(=O)Nc3cccc4ccccc34)cc2C(=O)N([C@@H](C)CO)C[C@H]1C,0.8
C[C@H]1CN([C@@H](C)CO)S(=O)(=O)c2ccc(-c3ccc(C#N)cc3)cc2O[C@@H]1CN(C)C(=O)C1CC1,3.6
COc1ccc(NC(=O)N(C)C[C@@H]2Oc3cc(C#CCN(C)C)ccc3S(=O)(=O)N([C@@H](C)CO)C[C@H]2C)cc1,2.2
Cc1noc(C)c1S(=O)(=O)N(C)C[C@@H]1OCCCC[C@@H](C)Oc2ccc(NS(=O)(=O)c3cccs3)cc2C(=O)N([C@H](C)CO)C[C@H]1C,0.4
CN(C)C(=O)C[C@@H]1CC[C@H]2[C@@H](COC[C@H](O)CN2CC2CCCC2)O1,4.1
O=C(C[C@H]1C[C@@H]2c3cc(NC(=O)c4ccc5c(c4)OCO5)ccc3O[C@@H]2[C@@H](CO)O1)NCCN1CCCCC1,-1.2
CN(C)C(=O)c1ccc(-c2ccc([C@H]3[C@H](C#N)N(C(=O)C4CC4)[C@H]3CO)cc2)cc1,-2.2
C[C@H]1CN([C@@H](C)CO)C(=O)c2cc(NS(=O)(=O)c3ccc(Cl)cc3)ccc2O[C@@H]1CN(C)CC1CC1,-1.7
COc1cccc(S(=O)(=O)N[C@H]2CC[C@@H](CCn3cc(-c4ccccc4OC)nn3)O[C@H]2CO)c1,1.6
CC(C)C#Cc1cnc2c(c1)C(=O)N([C@H](C)CO)C[C@H](C)[C@@H](CN(C)C(=O)Nc1ccc(F)cc1)O2,-5.5
CCS(=O)(=O)Nc1ccc2c(c1)C(=O)N(C)[C@H]1CC[C@H](CC(=O)Nc3ccccc3)O[C@@H]1CO2,1.1
CC(C)NC(=O)N(C)C[C@@H]1Oc2ccc(NS(=O)(=O)c3ccccc3)cc2CC(=O)N([C@H](C)CO)C[C@@H]1C,-0.8
C[C@@H]1CN([C@H](C)CO)C(=O)Cc2cc(NC(=O)C3CCCCC3)ccc2O[C@@H]1CN(C)C,18.1
C[C@@H]1CN([C@@H](C)CO)C(=O)Cc2cc(NC(=O)C3CCCCC3)ccc2O[C@@H]1CN(C)C(=O)Nc1ccc(C(F)(F)F)cc1,5.0

# By substructure, those above with fluorine.
SMILES,BioA inh
C[C@H]1CN([C@@H](C)CO)C(=O)c2cccc(NS(=O)(=O)c3ccc(F)cc3)c2O[C@H]1CN(C)C(=O)Nc1ccccc1,6.0
C[C@H]1CN([C@@H](C)CO)C(=O)c2cc(C#Cc3ccc(F)cc3)cnc2O[C@@H]1CN(C)C,0.0
O=C(CC1CC1)N[C@H]1CC[C@H](CCNS(=O)(=O)c2ccc(F)cc2)O[C@@H]1CO,-0.8
CC(C)C#Cc1cnc2c(c1)C(=O)N([C@H](C)CO)C[C@H](C)[C@@H](CN(C)C(=O)Nc1ccc(F)cc1)O2,-5.5
C[C@@H]1CN([C@@H](C)CO)C(=O)Cc2cc(NC(=O)C3CCCCC3)ccc2O[C@@H]1CN(C)C(=O)Nc1ccc(C(F)(F)F)cc1,5.0

# (continued)
SMILES,BioA inh
COc1ccc(NC(=O)Nc2cccc3c2O[C@H](CN(C)S(=O)(=O)c2ccc(F)cc2)[C@H](C)CN([C@@H](C)CO)C3=O)cc1,-3.3
Cc1noc(C)c1NC(=O)N[C@@H]1C=C[C@@H](CC(=O)N2CCN(C)CC2)O[C@H]1CO,2.5
CN1c2ccc(-c3ccccc3)cc2[C@H]2[C@H](CCN2C(=O)CN2CCOCC2)[C@H]1CO,24.4
C[C@@H]1CCCCO[C@H](CN(C)C(=O)C2CCCCC2)[C@@H](C)CN([C@@H](C)CO)C(=O)c2cc(NC(=O)c3ccncc3)ccc2O1,3.2
O=C(N[C@@H]1CC[C@H](CC(=O)N2CCC(Cc3ccccc3)CC2)O[C@@H]1CO)c1cnccn1,0.6
O=C(Nc1cc(F)ccc1F)N[C@H]1CC[C@@H](CC(=O)N2CCc3ccccc3C2)O[C@H]1CO,2.6
Cc1noc(C)c1NC(=O)Nc1ccc2c(c1)C(=O)N([C@H](C)CO)C[C@H](C)[C@H](CN(C)Cc1ccc(C(F)(F)F)cc1)OCCCC[C@@H](C)O2,-4.9
O=C(C[C@H]1CC[C@H]2[C@@H](COC[C@H](O)CN2C(=O)c2ccc(F)cc2)O1)N1CCOCC1,-4.2
C[C@H](CO)N1C[C@H](C)[C@@H](CN(C)Cc2ccc(Cl)c(Cl)c2)Oc2c(NS(=O)(=O)c3ccc(Cl)cc3)cccc2C1=O,0.9
CNC(=O)C[C@H]1CC[C@H]2[C@@H](COC[C@H](O)CN2C(=O)Nc2ccc3c(c2)OCO3)O1,0.6
C/C=C/c1ccc2c(c1)O[C@H](CN(C)C(=O)CC1CC1)[C@H](C)CN([C@@H](C)CO)S2(=O)=O,-1.3
COCC(=O)Nc1ccc2c(c1)[C@@H]1C[C@H](CC(=O)NC3CCCCC3)O[C@@H](CO)[C@@H]1O2,-1.1
C[C@@H]1CN([C@H](C)CO)C(=O)c2cc(NC(=O)c3ccncc3)ccc2O[C@H]1CN(C)C(=O)Nc1ccc(F)cc1,1.1
CO[C@H]1CN(C)C(=O)c2cc(NC(=O)C3CCC3)ccc2OC[C@@H](C)N(C(=O)CN(C)C)C[C@H]1C,-3.2
O=C(N[C@H]1CC[C@@H](CCNS(=O)(=O)c2ccc(Cl)cc2)O[C@H]1CO)c1cccnc1,6.1
OC[C@@H]1[C@H](c2ccc(-c3ccccc3F)cc2)[C@@H]2CN(Cc3ccncc3)CCCCN12,0.7
C[C@@H]1CN([C@H](C)CO)C(=O)c2cc(NC(=O)NC3CCCCC3)ccc2O[C@@H]1CN(C)CC1CCCCC1,-0.7
O=C(C[C@H]1CC[C@@H]2[C@H](COC[C@H](O)CN2C(=O)Nc2ccc(C(F)(F)F)cc2)O1)NCCc1ccncc1,-1.7
C[C@@H]1CN([C@H](C)CO)S(=O)(=O)c2ccc(C#CC3CC3)cc2O[C@@H]1CN(C)Cc1ccccc1,-0.3
CNC(=O)C[C@@H]1CC[C@H]2[C@@H](COc3ccc(NC(=O)c4cc(C)on4)cc3C(=O)N2C)O1,0.8
CC(C)NC(=O)Nc1ccc2c(c1)C(=O)N([C@@H](C)CO)C[C@@H](C)[C@H](CN(C)S(C)(=O)=O)O2,0.9
Cc1ccc(S(=O)(=O)N[C@@H]2CC[C@H](CCNC(=O)C3CCOCC3)O[C@@H]2CO)cc1,-1.6
C[C@H](CO)N1C[C@H](C)[C@@H](CN(C)C(=O)CC2CC2)Oc2ncc(C#Cc3cccnc3)cc2C1=O,0.0
C[C@H]1CN([C@@H](C)CO)S(=O)(=O)c2ccc(/C=C/c3ccccc3)cc2O[C@H]1CN(C)C(=O)c1ccc2c(c1)OCO2,-5.6
C[C@@H]1CN([C@@H](C)CO)C(=O)Cc2cc(NC(=O)c3ccncc3)ccc2O[C@@H]1CN(C)CC1CC1,0.9
CC(C)NC(=O)N(C)C[C@@H]1Oc2ccc(NC(=O)c3ccncc3)cc2C(=O)N([C@H](C)CO)C[C@@H]1C,0.2
CCCNC(=O)Nc1ccc2c(c1)C(=O)N(C)C[C@@H](OC)[C@@H](C)CN(C(=O)CC)[C@@H](C)CO2,-1.5
CO[C@H]1CN(C)C(=O)c2cc(NC(=O)C3CCCC3)ccc2OC[C@H](C)NC[C@H]1C,-0.3
OC[C@H]1Nc2ccc(C#Cc3ccccc3)cc2[C@@H]2[C@H]1CCN2Cc1nccs1,1.5
C[C@@H]1CCCCO[C@H](CN(C)C(=O)Nc2ccc3c(c2)OCO3)[C@H](C)CN([C@@H](C)CO)C(=O)c2cc(NC(=O)CCCN(C)C)ccc2O1,1.0
C[C@H]1CN([C@@H](C)CO)S(=O)(=O)c2ccc(C#Cc3ccccn3)cc2O[C@@H]1CN(C)C,4.4
C[C@H]1CCCCO[C@H](CN(C)Cc2ccccc2)[C@@H](C)CN([C@@H](C)CO)C(=O)c2cc(NC(=O)CCCN(C)C)ccc2O1,1.8
Cc1noc(C)c1NC(=O)N(C)C[C@@H]1Oc2ccc(NC(=O)CCN3CCOCC3)cc2C(=O)N([C@@H](C)CO)C[C@H]1C,-2.5
Cc1cc(C(=O)Nc2cccc3c2O[C@@H](CN(C)C(=O)Nc2ccc(F)cc2)[C@H](C)CN([C@@H](C)CO)C3=O)n(C)n1,1.5
C[C@H](CO)N1C[C@H](C)[C@H](CN(C)S(=O)(=O)c2ccc(Cl)cc2)Oc2ccc(NC(=O)Cc3ccccc3)cc2C1=O,-0.5
CO[C@@H]1CN(C)C(=O)c2ccc(NC(=O)c3ccccc3)cc2OC[C@H](C)N(CC2CC2)C[C@@H]1C,-1.5
COc1ccccc1CNC(=O)C[C@H]1C[C@@H]2c3cc(NC(=O)CN(C)C)ccc3O[C@@H]2[C@@H](CO)O1,-3.2
COc1cccc(NC(=O)C[C@@H]2CC[C@H]3[C@H](COc4ccc(NC(=O)C5CC5)cc4C(=O)N3C)O2)c1,17.7
CN(C)CC(=O)N1CCCCN2[C@H](C1)[C@H](c1ccc(/C=C/c3ccccc3)cc1)[C@@H]2CO,-3.3
C[C@H](CO)N1C[C@H](C)[C@@H](CN(C)C(=O)CN(C)C)Oc2ncc(C#C[C@@H](C)O)cc2C1=O,0.2
Cc1noc(C)c1S(=O)(=O)N(C)C[C@@H]1OCCCC[C@H](C)Oc2ccc(NC(=O)NC(C)C)cc2C(=O)N([C@@H](C)CO)C[C@H]1C,-0.5
N#C[C@H]1N[C@H](CO)[C@H]1c1ccc(C2=CCCC2)cc1,-1.9
C[C@@H]1CN([C@@H](C)CO)C(=O)c2cc(C#Cc3ccccn3)cnc2O[C@H]1CN(C)C(=O)c1cnccn1,9.0
C[C@@H]1CCCCO[C@@H](CN(C)C(=O)C2CCCCC2)[C@H](C)CN([C@@H](C)CO)C(=O)c2cc(N(C)C)ccc2O1,1.7
CNC(=O)C[C@@H]1CC[C@@H]2[C@H](COc3ccc(NC(=O)Nc4ccc(C)cc4)cc3C(=O)N2C)O1,0.5

# Quoted from the listing.
# BioA inh, C[C@@H]1CCCCO[C@@H](CN(C)C(=O)C2CCCCC2)[C@H](C)CN([C@@H](C)CO)C(=O)c2cc(N(C)C)ccc2O1 reads 1.7
# BioA inh, CN(C)CC(=O)N1CCCCN2[C@H](C1)[C@H](c1ccc(/C=C/c3ccccc3)cc1)[C@@H]2CO reads -3.3
# BioA inh, C[C@H](CO)N1C[C@H](C)[C@H](CN(C)S(=O)(=O)c2ccc(Cl)cc2)Oc2ccc(NC(=O)Cc3ccccc3)cc2C1=O reads -0.5
# BioA inh, Cc1cc(C(=O)Nc2cccc3c2O[C@@H](CN(C)C(=O)Nc2ccc(F)cc2)[C@H](C)CN([C@@H](C)CO)C3=O)n(C)n1 reads 1.5

# The results go on:
SMILES,BioA inh
C[C@H](CO)N1C[C@H](C)[C@H](CN(C)Cc2ccccc2)Oc2c(NS(C)(=O)=O)cccc2C1=O,2.5
C[C@@H]1CN([C@H](C)CO)C(=O)c2cc(NC(=O)C3CCCCC3)ccc2O[C@@H](C)CCCCO[C@H]1CN(C)C(=O)Nc1cccc2ccccc12,1.0
CCCNC(=O)C[C@H]1CC[C@@H]2[C@H](COc3ccc(NC(=O)c4cscn4)cc3C(=O)N2C)O1,-0.9
COc1ccccc1-c1ccc2n(c1=O)C[C@H]1[C@H](CO)[C@@H](C(=O)N3CCN(C)CC3)[C@@H]2N1CC1CC1,-2.2
Cc1ccc(-c2ccc3c(c2)O[C@@H](CN(C)C(=O)C2CC2)[C@@H](C)CN([C@@H](C)CO)S3(=O)=O)cc1,-3.7
COc1ccc(NC(=O)Nc2ccc3c(c2)[C@H]2C[C@H](CC(=O)N4CCOCC4)O[C@@H](CO)[C@H]2O3)cc1,0.5
CCC(=O)N[C@@H]1C=C[C@@H](CC(=O)OC)O[C@H]1CO,0.7
